PNC inhibitor: perinucleolar compartment assembly inhibition; PC3M PTB-GFP, PNC prevalence imaging, 16 h; stronger effect = lower value; activity change (PNC), negative = inhibition, % at 10 µM; 140,000 tested, 3.1% active; AID 2417;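 active = readout at or below -70, meaning at least 70% loss of cells showing the perinucleolar compartment, a nuclear body marking cancer cells; inconclusive = readout between -30 and a set limit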;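 note: plate controls were DMSO wells for no effect and camptothecin positive control wells for full effect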
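PC3M cells stably expressing PTB-GFP, 750–1000 cells/well, treated 16 h at 37 °C with compound (23 nl of library stock), in duplicate. After paraformaldehyde fixation and Hoechst stain, imaged at 20x; PNC prevalence scored by image analysis.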
15-hLO-2 inh: inhibitors of human 15-lipoxygenase 2 (ALOX15B) | O15296 | purified 15hLO-2, xylenol orange hydroperoxide absorbance | Potency, µM (titrated, usually from 57.1 µM), inactives show top-dose activity change, negative = inhibition, actives largely listed as inhibitors | 110,000 tested, 0.56% active | AID 881; note: potency is the fitted concentration of half-maximal effect; nearly all actives have a fitted effect of over 60% in size; many of its hits are not listed in these tables
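Enzyme 50 nM, AA 45 uM, 25 mM Hepes pH 7.5 + 0.01% Triton X-100; cpd preinc 15 min RT, rxn 90 min RT; stop/detect with 200 uM XO + 300 uM Fe(II) in 50 mM H2SO4, 30 min; A573/A405.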
ALOX12 inhib: blocks human 12-lipoxygenase activity; P18054; purified 12-hLO, xylenol orange hydroperoxide absorbance; Potency, µM (top dose mostly 57.1 µM), without a hit: at the top dose activity change, negative = inhibition, most hits filed as inhibitors; 150,000 tested, 0.12% active; AID 1452; note: potency is the fitted concentration of half-maximal effect; nearly all actives have a fitted effect of over 55% in size; many of its hits are not listed in these tables
Target sequence (P18054 whole entry, looked up): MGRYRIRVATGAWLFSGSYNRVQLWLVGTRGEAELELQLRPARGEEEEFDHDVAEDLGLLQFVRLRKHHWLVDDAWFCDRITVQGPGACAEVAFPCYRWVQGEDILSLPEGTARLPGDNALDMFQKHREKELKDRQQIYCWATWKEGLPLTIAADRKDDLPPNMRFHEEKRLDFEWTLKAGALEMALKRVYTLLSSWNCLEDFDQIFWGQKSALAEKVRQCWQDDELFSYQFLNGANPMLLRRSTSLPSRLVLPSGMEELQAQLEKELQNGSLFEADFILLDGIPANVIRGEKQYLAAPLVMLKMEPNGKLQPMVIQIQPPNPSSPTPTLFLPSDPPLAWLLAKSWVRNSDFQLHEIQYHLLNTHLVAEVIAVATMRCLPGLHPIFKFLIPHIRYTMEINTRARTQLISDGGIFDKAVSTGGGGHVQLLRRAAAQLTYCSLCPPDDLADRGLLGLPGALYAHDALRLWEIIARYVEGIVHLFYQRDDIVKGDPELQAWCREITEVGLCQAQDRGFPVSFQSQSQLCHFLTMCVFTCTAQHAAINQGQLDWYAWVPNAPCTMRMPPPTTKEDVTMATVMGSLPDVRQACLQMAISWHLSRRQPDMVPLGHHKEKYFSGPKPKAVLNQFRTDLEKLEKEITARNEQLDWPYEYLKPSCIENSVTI
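150 nM 12hLO, 25 mM Hepes pH 7.0 + 0.01% Triton X-100; cpd preinc 15 min RT; 40 uM arachidonic acid, 30 min RT; Fe-XO 30 min; A573/A405 ratio as read-out.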
IMPase inh: IMPase inhibition in cells; 120,000 tested, under 10 active; inhibition (IP1 accumulation), % at 46.1 µM; CHO-M1 cells, IP1 accumulation, HTRF TR-FRET ratio; active = well fitted curve in the direction sought with a large enough effect in the signal ratio, not every such curve was filed as active; inconclusive = small, poorly fitted or top-dose-only effect, or a change in a side signal; inactive = no such curve, though single readings can be large or run the other way; the % refers to the signal ratio;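 note: cells stimulated with carbachol in lithium chloride buffer; plate controls were DMSO basal wells for no effect and reference inhibitor wells for full effect; higher means more IMPase inhibition seen as more IP1 and lower FRET ratio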
Target sequence (P97697 whole entry, looked up): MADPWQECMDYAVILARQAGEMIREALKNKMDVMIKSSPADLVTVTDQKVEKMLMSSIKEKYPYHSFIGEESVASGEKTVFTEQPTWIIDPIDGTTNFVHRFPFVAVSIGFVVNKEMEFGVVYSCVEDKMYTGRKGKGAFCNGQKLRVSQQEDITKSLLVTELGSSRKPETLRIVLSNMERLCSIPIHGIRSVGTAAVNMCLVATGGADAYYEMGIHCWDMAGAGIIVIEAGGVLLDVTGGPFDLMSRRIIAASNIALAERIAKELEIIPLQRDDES
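Elevated IP1 in lysates lowers TR-FRET signal (665/620 ratio and 620 channel reported). Cells were CHO-M1, given carbachol (50 uM as added) plus 50mM LiCl, pH 7.4, 30 min, 37C; compounds titrated up to 46 uM; AC50 by Hill equation.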
The depositor's hits bear a star; ? = inconclusive; · = not tested or not shown; [ ] = another dose, or the depositor's remark. Unless noted, calls come from the whole dose curve; as a rule, active = well fitted curve in the direction sought with a large enough effect; inconclusive = small, poorly fitted or top-dose-only effect, or another doubt; inactive = no such curve, though single readings can be large; an effect the other way counts as inactive or inconclusive. Unless noted, % is set by controls: 0 for no effect and ±100 for the full control effect. Not all compounds are listed; the hit share may differ from the screen's.

SMILES	PNC inhibitor	15-hLO-2 inh	ALOX12 inhib	IMPase inh
CCCN1C(=O)/C(=C/c2ccc(C)s2)NC1=S	?	·	-21%	17
CC(C)c1ccc(-c2nc(N3CCOCC3)[nH]c(=O)c2C#N)cc1	-12	-3%	-3%	-2
COC(=O)c1cc(CNC(=O)c2cccc(Cl)c2)ccc1OC	-89*	·	2%	-5
O=[n+]1c2c(n([O-])c3cc(Cl)ccc31)CCCC2	-4	-5%	0%	4
O=C(CCN1CCN(Cc2ccccc2)CC1)Nc1ccccc1Cl	-28	·	3%	·
Cc1ccc(NC(=O)COC(=O)c2ccccc2Nc2ccccc2)cc1	20	·	2%	·
Cn1cccc1Cc1nnc(SCC(=O)Nc2ccc3c(c2)OCO3)n1-c1ccc(F)cc1	-1	·	2%	12
COc1ccc(N(CC(=O)N2CCCCC2)S(=O)(=O)c2ccccc2)c(OC)c1	-28	6%[11.4 µM]	1%	10[1.84 µM]
Clc1ccc(OCCN2CCCCC2)c(Cl)c1	48	16%	6%	4
O=C(Oc1ccccc1)N1CCC2(CC1)CCN(c1ccccc1)CC2	·	19%	-7%	·
CC(NC(=O)c1cccs1)C(c1cccs1)N1CCN(Cc2ccccc2)CC1 (stereo not given)	76	·	7%	-1
COC(=O)C1=C(CN2CCc3ccccc32)NC(=O)NC1c1cc(C)ccc1C (stereo not given)	?	-12%	-5%	1
CCC1=C2CC[C@H]3C(=O)N(CC)C(=O)[C@H]3[C@H]2[C@@]2(C)C(=NCCc3c[nH]c4ccccc34)OC(=O)N2C1=O	·	-2%	-2%	·
COC(=O)C1=C(C)N(C)C(=O)NC1c1cc(Cl)cc(Cl)c1OC (stereo not given)	17	-3%	-4%	-1
Cn1c(=O)c(-c2ccc(Cl)cc2)nc2cnc(Oc3ccccc3)nc21	·	4%	1%	·
O=C(N/C(=C/c1cccc([N+](=O)[O-])c1)C(=O)N1CCCCCC1)c1cccs1	82	·	-4%	·
COc1ccccc1Nc1ncnc2c1cnn2-c1cccc(C)c1	-26	37%[activator]	-8%	9
Cc1cc(C(=O)NP(=O)(N2CCOCC2)N2CCOCC2)c(C)n1-c1ccc(Br)cc1	-28	·	-3%	10
Cc1ccc(NC(=O)CCSc2nnc3ccccn23)cc1	76	1%	1%	-3
COc1ccc(N2CCN(C(=O)CCc3ccc(S(=O)(=O)NCC(C)C)cc3)CC2)cc1	?	·	8%	3
COc1ccc(NC(=O)N2CC3(CCN(C(=O)c4cc(C(F)(F)F)cc(C(F)(F)F)c4)CC3)C2)cc1	·	8%	2%	·
N#CCCn1c(=O)c(CCc2ccccc2)nc2cnc(Oc3ccccc3)nc21	·	-4%	0%	·
CC1=NN(C(=O)c2csc(C)c2C)C(O)(C(F)(F)F)C1 (stereo not given)	20	·	7%	-5
CCN(CC)c1ccc(/C=N/n2c(C)cc(C)cc2=O)cc1	-123*	-4%	-5%	7
O=C1C(Cl)=C(NCCCN2CCOCC2)C(=O)N1CCc1ccccc1	18	12%	-12%	-15
Cc1ccc(NC(=O)c2cc3c(s2)CCC3)cc1S(=O)(=O)N1CCOCC1	37	-4%	-8%	0
CO/N=C/c1ccc(Sc2ccccc2N)c([N+](=O)[O-])c1	-6	-5%	-6%	4
CCCCOC(=O)N1CCOCCOCCN(C(=O)OCCCC)CCOCCOCC1	?	10%	-2%	-8
O=[N+]([O-])c1cccc(-c2nnc(C34CC5CC(CC(C5)C3)C4)o2)c1	?	·	3%	·
CCN(CC)CCSC(=O)C(c1ccccc1)c1ccccc1	·	26%[0.0915 µM]	-3%[0.00818 µM]	·
c1cncc(CSc2nnc(-c3cccnc3)n2Cc2ccco2)c1	-17	-3%	-1%	10
c1ccc(-c2cnnc(SCc3cn4cccnc4n3)n2)cc1	-10	-5%	-7%	-8
Cc1ccc(S(=O)(=O)Nc2ccc(N3CCOCC3)cc2)cc1	-5	-3%	1%	3
COCCNC(=O)CC(c1ccccc1)c1ccccc1	20	5%	-4%	1
Cn1c(C(=O)OC(C(=O)NC2CCCC2)c2cccnc2)cc2sccc21 (stereo not given)	?	·	-6%	17
Cc1sc(=NC(=O)c2ccco2)n(C)c1-c1ccc(F)cc1	-18	4%	2%	6
COc1ccc(S(=O)(=O)Nc2ccccc2C(=O)NC(C)C)cc1OC	-124*	-7%	-2%	3
COc1ccc(N2CCN(c3ccc(NC(=O)C4CCCCC4)cc3C#N)CC2)cc1	?	-16%	5%	-1
COc1ccc(S(=O)(=O)N2CCOC2CNC(=O)C(=O)NCCCn2ccnc2)cc1OC (stereo not given)	51	·	2%	·
CCS(=O)(=O)N1CCCC(C(=O)NCCc2ccccc2)C1 (stereo not given)	?	-3%	-3%	8
Cc1cc(C)cc(NC(=O)CCCSc2nc3ccccc3[nH]2)c1	-24	·	1%	·
N[C@@]1(C(=O)O)CN[C@H](C(=O)O)C1	·	15%	1%	2
CCN(C(=O)c1cc2cc(OC)ccc2oc1=O)c1ccccc1	-8	-10%	2%	-4
CNC(=O)c1c(NC(NC(=O)c2ccco2)C(=O)c2ccc(Cl)cc2)sc2c1CCCC2 (stereo not given)	50	-21%	-30%	1
Cc1ccc(C(=O)N2CCN(c3ccc([N+](=O)[O-])c(NCc4cccnc4)c3)CC2)cc1	-22	·	0%	·
COc1ccc(N(CC(=O)NCc2ccccc2OC)S(=O)(=O)c2c(C)nn(C)c2C)cc1	57	0%	4%	1
Cc1cc(=O)n2nc(N3CCC(C(=O)N4CCN(C)CC4)CC3)sc2n1	-1	-2%	-1%	7
O=C(Cn1nnc(-c2ccccc2Cl)n1)NCc1ccc2c(c1)OCO2	-27	-3%	0%	9
O=C(O)CSc1nc2ccccc2o1	-7	-4%	0%	-9
Cc1cc(C)n(-c2nc3nonc3nc2-n2nc(C)cc2C)n1	16	1%	0%	-8
CCC(=O)Nc1ccc(-c2csc(C)n2)cc1	-30	·	-1%	·
CONC(=O)C1CCN(C(=O)OCc2ccccc2)CC1	4	3%[11.4 µM]	3%	?
CCOC(=O)c1c(NC(=O)CC2Nc3ccccc3NC2=O)sc(C)c1C (stereo not given)	49	·	1%	7
CC(C)=CC(=O)OCC(=O)Nc1cccc([N+](=O)[O-])c1	13	·	0%	8
Cc1cc(C)nc(SCCC(=O)N2CCOCC2)n1	53	·	-4%	-9
O=C(O)C1C2C=CC(C2)C1C(=O)Nc1nccs1 (stereo not given)	-10	1%	5%	-8
O=P(COCCOCP(=O)(c1ccccc1)c1ccccc1)(c1ccccc1)c1ccccc1	-4	-2%	5%	4
CC12CN3CC(C)(CN(C1)C3c1ccc(Br)cc1O)C2 (stereo not given)	?	6%	-3%	0
CC(NC(=O)c1ccccc1)c1nc2ccccc2n1Cc1ccccc1F (stereo not given)	76	44%[activator]	0%	9
CCOc1ccccc1C(=O)NC1CC2CCCC(C1)N2Cc1ccccc1 (stereo not given)	2	·	-2%	14

(more compounds)
SMILES	PNC inhibitor	15-hLO-2 inh	ALOX12 inhib	IMPase inh
CCOC(=O)C(C)Oc1cccc2c(=O)n(CC(=O)N3CCN(C(=O)OCC)CC3)ccc12 (stereo not given)	-25	5%	1%	1
Cc1nc(-c2cccc(NC(=O)c3cc4cc(Br)ccc4oc3=O)c2)cs1	?	-19%	-7%	5
Clc1ccc(N/N=C/c2cccnc2)cc1	?	·	3%	0
CC(=O)c1cccc(S(=O)(=O)N2CCC(n3nnc4cc(F)ccc43)CC2)c1	12	-1%	-3%	2
CC1CCc2cc(F)ccc2N1C(=O)c1cnc2sccn2c1=O (stereo not given)	?	-1%	-2%	3
CCOc1cc(C(=O)NC)cc(OCC)c1OCC	?	-3%	-3%	-18
Cc1ccnc(SCC(=O)n2c3c(c4ccccc42)CC(C)CC3)n1 (stereo not given)	59	10%	3%	-14
S=C(Nc1ccc(Cl)cc1)c1nc2ccccc2s1	43	21%	3%	1
Cc1ncc([N+](=O)[O-])n1CCO	43	-6%	0%	-7[20.6 µM]
O=C(CSc1ncnc2c1oc1ccccc12)NCc1ccco1	?	-14%	-10%	?
O=C(c1ccccc1)N1CCN(C(=O)c2ccc([N+](=O)[O-])cc2)CC1	?	·	-3%	·
CC(=O)Nc1ccc(S(=O)(=O)N[C@@H](C)C(=O)Nc2ccc(N3CCOCC3)cc2)cc1	-3	3%	2%	5
Cc1cc(-c2ccc(F)cc2)nc2cc(C(N)=O)nn12	-28	-6%	-13%	-11
CCOC(=O)N1CCN(C2CC(=O)N(c3ccc(F)cc3)C2=O)CC1 (stereo not given)	15	-5%	-4%	12
C=C1CCC(O)C/C1=C\C=C1/CCCC2(C)C1CCC2C(C)/C=C/C(C)C(C)C (stereo not given)	·	3%	-7%	-5
O=C(COC(=O)CCC1CCCC1)Nc1ccccc1Sc1ccccc1	48	·	-3%	·
Cc1ccc(-n2nc(C)c3cc(C(=O)O)sc32)cc1	17	-10%	1%	1
C/C(=N\N=C(N)N)c1ccc(Cl)cc1	?	·	1%	·
Cc1ccc(-c2ccc(=O)n(CC(=O)N3CCN(c4cccc(C)c4)C(C)C3)n2)cc1 (stereo not given)	-24	5%	-8%	6
CC(=O)c1nc(N2C(=O)CC(Cc3cc(C)cc(C)c3)C2=O)sc1C (stereo not given)	?	·	-1%	?

Reprinted from the part before: 5 compounds, followed by the next part.
SMILES	PNC inhibitor	15-hLO-2 inh	ALOX12 inhib	IMPase inh
O=C(COC(=O)CCC1CCCC1)Nc1ccccc1Sc1ccccc1	48	·	-3%	·
Cc1ccc(-n2nc(C)c3cc(C(=O)O)sc32)cc1	17	-10%	1%	1
C/C(=N\N=C(N)N)c1ccc(Cl)cc1	?	·	1%	·
Cc1ccc(-c2ccc(=O)n(CC(=O)N3CCN(c4cccc(C)c4)C(C)C3)n2)cc1 (stereo not given)	-24	5%	-8%	6
CC(=O)c1nc(N2C(=O)CC(Cc3cc(C)cc(C)c3)C2=O)sc1C (stereo not given)	?	·	-1%	?
O=C(CN1C(=O)C2CC=CCC2C1=O)NCc1ccc2c(c1)OCO2 (stereo not given)	-7	3%	-15%	-5
O=C(O)CC(C(=O)O)c1cn(Cc2ccccc2)c2ccccc12 (stereo not given)	13	-23%	-12%	3
C=CCc1cc(/C=N/n2cnnc2)cc(OCC)c1O	-29	8%	-1%	2
CC(=O)Oc1ccc(-c2cccc(C(=O)NCC(=O)O)c2)cc1	78	11%	0%	-6
Cc1noc(/C=C/N(C)C)c1S(=O)(=O)N1CCCC(C(=O)NC(C)c2ccccc2)C1 (stereo not given)	13	-1%	-2%	2
CN(C)c1ncc2nc(-c3ccccc3)c(=O)n(C3CC3)c2n1	·	-11%	-5%	·
CCn1c(-c2nn(C)c(C)c2Cl)n[nH]c1=S	17	·	1%	?
Nc1c(C(=O)Nc2ccccc2F)sc2nc(-c3ccco3)ccc12	11	-11%	-13%	-23
COc1ccc(-n2nnnc2SCC(N)=O)cc1	?	-2%	3%	0
COc1ccc(C2=C(C=Nc3c(C)n(C)n(-c4ccccc4)c3=O)C(c3ccccc3C)c3ccccc3O2)cc1OC (stereo not given)	12	-3%	-5%	-4
O=C(O)[C@@H](Cc1c[nH]c2ccccc12)C(=O)NO	·	-9%[11.4 µM]	1%[11.4 µM]	·
COc1ccc(S(=O)(=O)NCCSCc2cccs2)cc1	5	-18%	0%	-2
O=C(CNc1cccc2ccccc12)N/N=C/c1ccc(C(=O)O)cc1	-12	·	-6%	-3
Cc1cccc(/C(N)=N/OC(=O)COc2ccc(Cl)c(C)c2)c1	20	·	4%	·
Nc1nc2ccccc2[nH]1	·	1%	0%	·

Compound activity deposited in PubChem BioAssay by National Center for Advancing Translational Sciences (NCATS).
